aSyn rescue: alpha-synuclein toxicity inhibition in yeast; Yeast expressing alpha-synuclein, growth rescue, BacTiter-Glo, 24 h; Potency, µM (highest dose often 46.1 µM), inactives show top-dose growth rescue (activation), hits mostly activators; actives 0.14% (n = 370,000); AID 652106; also: % of control where 0% means no effect; nearly all actives have a fitted effect of over 65% in size
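Rescue of yeast growth: cells expressing toxic alpha-synuclein, induced in galactose at OD600 0.02, incubated with compound 24 h at 30 C. ATP luminescence quantified growth; inhibitors of toxicity appear as activators.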
EPAC2 antag: EPAC2 (human) antagonism | Q8WZA2 | EPAC2 GEF exchange of Rap1B-BODIPY-GDP, fluorescence | Potency, µM (doses to about 114 µM), for inactives: at the top dose activity, negative = inhibition, usual class: inhibitors | actives 0.18% (n = 360,000) | AID 720708; also: % is scaled to controls: 0 for no effect and ±100 for the full control effect; nearly all actives have a fitted effect of over 45% in size; many of its hits are not listed in these tables
FUS suppressor: suppressors of FUS proteinopathy in yeast; S. cerevisiae FUS-expressing, growth rescue, OD600, 24 h; Potency, µM (highest dose often 76.6 µM), for the others: at the top dose growth rescue (activation), most hits filed as activators; actives 0.24% (n = 390,000); AID 1347120;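 also: plate controls were DMSO vehicle for no effect and reference control for full effect; nearly all actives have a fitted effect of over 55% in size; some results filed as inactive show a strong effect at the top dose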
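Read-out: OD at 600 nm after 24hr at 30C, reporting rescue of FUS-induced yeast toxicity. Cells at OD 0.005 in galactose (2%) minimal medium; compounds tested in a dilution series; CP55940 titration from 92uM final as control.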
EPAC1 antagonist: antagonists of human EPAC1; O95398; EPAC1 GEF assay, Rap1b-BODIPY-GDP exchange fluorescence; Potency, µM (top dose mostly 115 µM), inactives show top-dose activity change, negative = inhibition, usual class: inhibitors; actives 0.14% (n = 360,000); AID 720709;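 also: plate controls were vehicle for no effect and positive control for full effect; nearly all actives have a fitted effect of over 50% in size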
Target sequence (O95398 whole entry, looked up): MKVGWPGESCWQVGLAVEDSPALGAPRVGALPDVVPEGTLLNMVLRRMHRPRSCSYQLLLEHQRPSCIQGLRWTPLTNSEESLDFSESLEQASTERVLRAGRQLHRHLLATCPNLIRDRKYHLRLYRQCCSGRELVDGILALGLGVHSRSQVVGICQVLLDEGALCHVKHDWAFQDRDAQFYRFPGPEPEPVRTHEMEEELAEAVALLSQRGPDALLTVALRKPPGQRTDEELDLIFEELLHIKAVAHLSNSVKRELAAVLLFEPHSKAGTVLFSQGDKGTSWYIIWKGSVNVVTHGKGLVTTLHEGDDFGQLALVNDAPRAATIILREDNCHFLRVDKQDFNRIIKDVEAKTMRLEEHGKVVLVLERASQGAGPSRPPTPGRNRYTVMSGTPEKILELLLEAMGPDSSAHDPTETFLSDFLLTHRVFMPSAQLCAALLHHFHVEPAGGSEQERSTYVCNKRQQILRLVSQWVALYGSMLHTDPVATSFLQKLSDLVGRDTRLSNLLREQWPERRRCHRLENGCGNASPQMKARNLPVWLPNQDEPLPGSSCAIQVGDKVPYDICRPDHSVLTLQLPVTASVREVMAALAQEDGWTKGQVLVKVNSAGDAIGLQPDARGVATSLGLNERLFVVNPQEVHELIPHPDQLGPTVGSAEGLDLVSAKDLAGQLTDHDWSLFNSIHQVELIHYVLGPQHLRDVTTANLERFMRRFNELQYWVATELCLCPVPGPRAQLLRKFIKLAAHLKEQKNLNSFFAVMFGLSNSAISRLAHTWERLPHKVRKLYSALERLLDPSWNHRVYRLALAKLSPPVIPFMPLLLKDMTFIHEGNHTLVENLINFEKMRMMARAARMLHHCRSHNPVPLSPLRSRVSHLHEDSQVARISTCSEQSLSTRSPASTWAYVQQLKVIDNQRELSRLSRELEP
PTHR1 agonist: PTHR1 (human) receptor agonism; actives 0.075% (n = 410,000); Q03431; Potency, µM (highest dose often 115 µM), inactives show top-dose activation, most hits filed as activators; HEK293 GP2 PTHR1 cells, GloSensor cAMP luminescence, 1 h; also: nearly all actives have a fitted effect of over 55% in size; some results filed as inactive show a strong effect at the top dose; inactives centre near -15; many of its hits are not listed in these tables
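HEK-293-derived GP2 cells expressing PTHR1 and a GloSensor cAMP reporter, 3,000/well, plated overnight, given luciferin plus IBMX (each 0.5 mM as added) for 1 h at 37 °C, then compound for 1 h at 37 °C. Luminescence was read after 15 min at room temperature.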
EPAC2 ag: activates human EPAC2 exchange factor | Q8WZA2 | EPAC2 activation, biochemical qHTS; response scale: 100% = 6.5 mM cAMP response | Potency, µM (titrated, usually from 154 µM), without a hit: top-dose activation, most hits filed as activators | actives 0.079% (n = 360,000) | AID 720711; also: nearly all actives have a fitted effect of over 50% in size
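Nucleotide exchange monitored as fluorescence drop when BODIPY-GDP leaves Rap1B. Reaction: 100 nM EPAC2, 250 nM RAP1B-BODIPY-GDP, 50 uM GDP, room temperature, kinetic read over 30 min. Activity expressed relative to 6.5 mM cAMP.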
EPAC1 agonist: EPAC1 (human) agonism | EPAC1 agonist qHTS, biochemical assay; response scale: 100% = response to 6.5 mM cAMP | Potency, µM (titrated, usually from 154 µM), inactives show at the highest dose activation, hits mostly activators | O95398 | actives 0.073% (n = 360,000); also: nearly all actives have a fitted effect of over 60% in size
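Nucleotide exchange assay: 100 nM EPAC1 with 250 nM Rap1B loaded with BODIPY-GDP and 50 uM GDP, room temperature. Fluorescence (480/540 nm) read every 5 min for 30 min; signal change normalized to 6.5 mM cAMP as full agonist.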
TDP43 rescue: TDP-43 toxicity inhibition in yeast; TDP-43 expressing yeast growth rescue, BacTiter-Glo, 24 h; Potency, µM (series often up to 46.1 µM), without a hit: top-dose growth rescue (activation), usual class: activators; actives 1.8% (n = 410,000); also: % of control where 0% means no effect; nearly all actives have a fitted effect of over 50% in size
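Luminescence from BacTiter-Glo reports growth of TDP-43-expressing yeast after 24 hr at 30 deg C with compound. Cells were raffinose-pregrown to mid-log, then seeded in galactose medium at OD600=0.02.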
* hit, by the source's call; i = inactive; ? = inconclusive; . = no result given; [ ] = dose if it differs, or a comment. Calls follow the shape of the dose curve; as a rule, active = well fitted curve in the direction sought with a large enough effect; inconclusive = small, poorly fitted or top-dose-only effect, or another doubt; inactive = no such curve, though single readings can be large; an effect the other way counts as inactive or inconclusive. Potency is read from the fitted curve at half-maximal effect. These rows are one share of the data; count on the stated rates, not on these rows.

SMILES	aSyn rescue	EPAC2 antag	FUS suppressor	EPAC1 antagonist	PTHR1 agonist	EPAC2 ag	EPAC1 agonist	TDP43 rescue
COCCNC(=S)N1CCC2CC1c1cc(-c3ccc4c(c3)OCO4)ccc12 (configuration not stated)	23%	8%	?	9%	-23%	10%	-2%	22µM*
O=C(N/N=C(/CC(=O)c1cccs1)C(F)(F)F)c1ccc(O)cc1	-6%	-1%	17%	-29%	-17%	1%	-4%	-7%
CC1(C)NC(=O)N(CC(O)CNC23CC4CC(CC(C4)C2)C3)C1=O (configuration not stated)	5%	-1%	-14%	1%	i	-1%	4%	4%
Cc1cccc(C(=O)NCC2CCCO2)c1 (configuration not stated)	4%	10%	-27%	-1%	i	-4%	-1%	20%
O=C(Nc1ccc2c(c1)OCCO2)c1cc(F)c(F)cc1Cl	2%	-2%	-4%	3%	-31%[inhibitor]	11%	11%	?
CCC(C)NS(=O)(=O)c1cc2c3c(c1)CCC(=O)N3CCC2 (configuration not stated)	-12%	11%	-15%	-2%	i	12%	-1%	16%
COc1ccccc1NC(=O)CN1CCN(CC(=O)Nc2ccc(OC)c(OC)c2)CC1	-1%	0%	-18%	4%	i	10%	10%	4%
CCOc1ccc(C(=O)NC(C(=O)NCCc2ccc(S(N)(=O)=O)cc2)C(C)C)cc1 (configuration not stated)	1%	2%	-15%	6%	i	1%	2%	2%
CCOc1ccc(-n2c(C)c3c(C)nnc(C)c3c2C)cc1	-4%	-1%	-4%	-3%	-24%	8%	-9%	-9%
CC(=O)Nc1ccc(NC(=O)CCC(=O)OCC(=O)c2ccc(C)c([N+](=O)[O-])c2)cc1	-4%	20%	19%	16%	i	?	4%	0%
Cc1c(O)nc(SCC(=O)Nc2nccs2)n(-c2ccccc2F)c1=O	1%	0%	.	-2%	-46%[inhibitor]	5%	0%	-2%
O=C(Nc1ccc2c(c1)OCO2)c1ccc([N+](=O)[O-])cc1[N+](=O)[O-]	-1%	2%	-4%	-4%	-11%	1%	-1%	24%
CCN(CC(=O)NCC1CCCO1)S(=O)(=O)c1ccc(Cl)cc1 (configuration not stated)	-9%	2%	3%	-19%	-3%	7%	1%	12%
O=C(Cc1ccccc1Cl)Nc1nc2ccccc2[nH]1	-3%	-2%	-1%	-4%	i	4%	6%	-13%
CCOc1ccc(C(=O)Nc2ccc(NC(=O)c3ccco3)c(Cl)c2)cc1Cl	6%	17%	22%	3%	i	-2%	-3%	2%
Cc1nn(-c2ccccc2)c(C)c1/C=N/NC(=O)CSc1nnc(SCc2cccc3ccccc23)s1	13%	6%	.	-5%	-48%[inhibitor]	22%	20%	14%
CC(Oc1ccc(-c2ccccc2)cc1)C(=O)N1CCOCC1 (configuration not stated)	7%	?	-22%	-6%	-20%	-7%	0%	25%
CCN(CC)S(=O)(=O)c1ccc(OC)c(NC(=O)c2cc(=O)[nH]c3ccccc23)c1	4%	0%	12%	-25%	i	3%	8%	-5%
Cc1nc(-c2ccncc2)nc(NCCNc2ncccc2C(F)(F)F)c1Cl	1%	-2%	10%	2%	-6%	-2%	-4%	7%
CCOc1ccccc1NC(=S)N1C2CCC1CC(NC(=O)NC13CC4CC(CC(C4)C1)C3)C2 (configuration not stated)	0%	-2%	?	4%	i	2%	9%	-3%

Profiles, looked up by structure.
O=C(Nc1ccc2c(c1)OCO2)c1ccc([N+](=O)[O-])cc1[N+](=O)[O-] is listed as aSyn rescue = -1%; EPAC2 antag = 2%; FUS suppressor = -4%; EPAC1 antagonist = -4%; PTHR1 agonist = -11%; EPAC2 ag = 1%; EPAC1 agonist = -1%; TDP43 rescue = 24%
Cc1nn(-c2ccccc2)c(C)c1/C=N/NC(=O)CSc1nnc(SCc2cccc3ccccc23)s1 is listed as aSyn rescue = 13%; EPAC2 antag = 6%; FUS suppressor = .; EPAC1 antagonist = -5%; PTHR1 agonist = -48%[inhibitor]; EPAC2 ag = 22%; EPAC1 agonist = 20%; TDP43 rescue = 14%
Cc1c(O)nc(SCC(=O)Nc2nccs2)n(-c2ccccc2F)c1=O is listed as aSyn rescue = 1%; EPAC2 antag = 0%; FUS suppressor = .; EPAC1 antagonist = -2%; PTHR1 agonist = -46%[inhibitor]; EPAC2 ag = 5%; EPAC1 agonist = 0%; TDP43 rescue = -2%

Further compounds follow.
SMILES	aSyn rescue	EPAC2 antag	FUS suppressor	EPAC1 antagonist	PTHR1 agonist	EPAC2 ag	EPAC1 agonist	TDP43 rescue
CCn1cnc2c([N+](=O)[O-])c(NS(=O)(=O)c3ccc(C)cc3)ccc21	1%	5%	12%	0%	i	-1%	12%	10%
Cc1cc(C)c(NC(=O)CS(=O)CC(=O)N2CCN(c3cccc(C)c3C)CC2)c(C)c1 (configuration not stated)	5%	1%	34%	-4%	-22%	-9%	-7%	-13%
C=CCN(c1ccccc1OC)S(=O)(=O)c1cccc(C(=O)OCC(=O)N2CC(C)OC(C)C2)c1 (configuration not stated)	0%	-15%	.	?	-57%[inhibitor]	-9%	-15%	2%
CCCN(CC(=O)Nc1ccccc1OC)C(=O)c1ccc(S(=O)(=O)NCc2ccco2)cc1	0%	-10%	13%	-20%	-39%[inhibitor]	9%	8%	-4%
O=C1NC[C@H](Cc2ccccc2)N(C[C@@H]2CCCN2C[C@H](Cc2ccccc2)N2C[C@H](Cc3ccccc3)N(CC3CCCCC3)C(=O)C2=O)C1=O	0%	-11%	36%	-18%	-79%[inhibitor]	-6%	-8%	29%
Cn1cc(CNCCCn2ncc3ccccc32)c(-c2ccccc2F)n1	1%	-1%	-8%	2%	-12%	4%	3%	10%
COc1ccc(/C=N/NC(=O)c2cccc(O)c2)cc1Cn1nc(C)c([N+](=O)[O-])c1C	?	7%	-12%	-7%	-16%	10%	11%	-1%
O=C1NC(Cc2ccccc2)C(=O)N1Cc1ccccc1 (configuration not stated)	-4%	2%	-17%	0%	-7%	6%	8%	9%
O=C(CSc1nnc2ccccn12)NNC(=O)c1ccc([N+](=O)[O-])cc1	2%	1%	-14%	13%	-4%	6%	7%	0%
CC(NC(=O)CCC(=O)Nc1ccccc1O)c1ccccc1 (configuration not stated)	-2%	6%	-17%	4%	0%	3%	-4%	4%
CCCCN(C(=O)c1ccc(S(=O)(=O)N2CCCC2)cc1)C1CCS(=O)(=O)C1 (configuration not stated)	-4%	-4%	9%	-3%	i	0%	-1%	7%
CCOc1ccc(N(CC(=O)Nc2ccccc2C(=O)NC(C)CC)S(C)(=O)=O)cc1 (configuration not stated)	3%	-8%	17%	3%	i	3%	5%	4%
CCNC(=S)N(Cc1ccc2c(c1)OCO2)C1CC(=O)N(c2ccc(F)cc2)C1=O (configuration not stated)	-11%	0%	-27%	-10%	-7%	3%	0%	8%
O=C(CSc1n[nH]c(=O)[nH]c1=O)NC1CC1	-1%	-4%	-4%	-1%	i	5%	14%	11%
O=C(O)CCCC(=O)OCCc1cc2ccccc2c(=O)o1	1%	9%	-19%	6%	-11%	5%	1%	5%
CC1(C)CNC(=O)CC(C)(C)N1	-3%	7%	8%	7%	i	5%	7%	3%
COCc1nnc(NC(=O)CCN2C(=O)c3ccccc3C2=O)s1	-2%	-1%	36%	6%	?	10%	3%	-20%
Cc1cccc(OCC2Cn3c(nc4c3c(=O)[nH]c(=O)n4C)O2)c1 (configuration not stated)	-2%	2%	11%	-6%	-27%	8%	-3%	5%
CCN1C(=O)c2ccc(-c3nc4ccccc4c(=O)o3)cc2C1=O	0%	-17%	-18%	0%	-12%	-5%	-5%	7%
COc1ccc(Cl)cc1NC(=O)CN(C)C(=O)Cn1cnnn1	-7%	4%	.	0%	i	4%	-4%	6%
COc1ccc(Cl)cc1N(C)C(=O)CCNC(=O)Cn1cnc2ccccc2c1=O	2%	1%	-5%	5%	-69%[inhibitor]	13%	8%	-12%
Nc1ccc(C(=O)NCC2(c3ccccc3)CCCC2)cc1	8%	-18%	18%	11%	i	7%	13%	-8%[9.22 µM]
Cn1c(C(=O)N[C@@H](Cc2ccccc2)C(=O)NCCC(=O)O)cc2cc(Cl)ccc21	-1%	-9%	-12%	23%	2%	10%	4%	-25%
CC(=O)c1ccccn1	1%	-13%	-18%	-14%	-18%	4%	4%	10%
CC(Oc1ccccc1C(N)=O)C(=O)Nc1ccc(S(=O)(=O)N2CCCC2)cc1 (configuration not stated)	4%	-3%	13%	-7%	i	-2%	4%	6%
COCCNC(=O)CSc1nc2ccccc2c(=O)n1CC1CCCO1 (configuration not stated)	-1%	17%	8%	10%	i	-3%	4%	-2%
O=C(C[C@@H]1C/C=C\C[C@H](NC(=O)OCC2c3ccccc3-c3ccccc32)C(=O)OC[C@@H]2CCCN2C1=O)N[C@H](CO)Cc1ccccc1	-4%	4%	1%	-13%	i	-7%	-9%	14%
OCc1cn(-c2ccccc2)nc1-c1ccco1	-14%	1%	-8%	3%	i	6%	8%	2%
NNC(=O)c1cccc(COc2ccc3c(c2)CCC3)c1	0%	16%	.	-14%	-14%	12%	-9%	?
O=C(CN1C(=O)CSc2ccc(S(=O)(=O)N3CCCCCC3)cc21)NCCc1ccccc1	-3%	-1%	18%	-26%	-4%	3%	4%	-17%
CCOC(=O)COc1c(OC)cc(Cl)cc1C1Nc2ccccc2C(=O)N1c1cccc(C)c1 (configuration not stated)	16%	-7%	40%	-7%	6%[57.5 µM]	15%	18%	-15%
Cc1cccc(NC(=O)/C(C#N)=C/c2cccc([N+](=O)[O-])c2)n1	0%	-9%	-21%	10%	-13%	11%	-1%	-10%
CC(C)C[C@H](NC(=O)c1nc[nH]c1C(=O)N[C@@H](CCCCN)C(=O)OC(C)(C)C)C(=O)OC(C)(C)C	-1%	3%	44%	-13%	-7%	-1%	-2%	9%
CSc1cccc(NC(=O)Cn2cccc2)c1	11%	2%	7%	15%	-3%[57.5 µM]	-2%	4%	12%
CC(C)c1ccc(CNC(=O)C(=O)NCCCn2ccnc2)cc1	1%	-1%	-2%	-7%	i	-6%	10%	-16%
CCOc1ccc(NC(=O)NNC(=O)C2CCC(C(C)(C)C)CC2)cc1 (configuration not stated)	0%	-1%	-32%	-2%	-21%	1%	8%	27%
Cc1ccc([N+](=O)[O-])cc1NC(=S)NC(=O)C(C)(C)C	-4%	-1%	-15%	0%	-7%[57.5 µM]	15%	15%	?
Cn1c(=O)cc(OCCCC(=O)NC2CCCC2)c2ccccc21	2%	-1%	16%	-2%	-31%[inhibitor][57.5 µM]	9%	6%	-5%
Cc1cc(C)c2sc(NC(=O)c3ccc([N+](=O)[O-])o3)nc2c1	-10%	-3%	-18%	-15%	-21%	3%	-9%	-92%[inhibitor]

High-throughput results as filed in PubChem.
